Screening data deposited in PubChem BioAssay by several laboratories.
V1R ag counter: counter-screen for oxytocin receptor agonists: human V1a receptor agonists | AID 2797 | actives 0.25% (n = 320,000) | P37288 | activation, % at 3 µM | CHO-V1R cells, Fluo-8 calcium fluorescence, agonist mode; 0% DMSO, 100% 3 nM vasopressin;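 active = activation above the mean activation of all tested compounds plus 3 SD, per screening run, cut at about 20% in these data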;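 also: signal is peak over basal fluorescence ratio across a 100 second FLIPR read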
Target sequence (P37288 whole entry, looked up): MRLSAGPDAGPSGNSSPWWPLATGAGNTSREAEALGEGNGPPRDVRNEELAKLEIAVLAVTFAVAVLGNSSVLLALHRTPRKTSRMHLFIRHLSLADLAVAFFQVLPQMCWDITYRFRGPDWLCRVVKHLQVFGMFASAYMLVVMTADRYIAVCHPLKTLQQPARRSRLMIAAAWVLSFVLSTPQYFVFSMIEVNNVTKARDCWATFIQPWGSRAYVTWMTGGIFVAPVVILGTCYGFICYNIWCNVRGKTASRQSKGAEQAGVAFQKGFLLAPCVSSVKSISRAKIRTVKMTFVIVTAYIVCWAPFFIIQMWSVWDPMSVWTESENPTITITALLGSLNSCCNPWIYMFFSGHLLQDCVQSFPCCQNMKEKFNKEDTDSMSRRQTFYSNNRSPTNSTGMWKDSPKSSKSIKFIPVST
OXTR agonist: agonists of human oxytocin receptor | actives 0.32% (n = 320,000) | CHO-OTR cells, Fluo-8 calcium fluorescence; normalized: DMSO 0%, oxytocin 100% | activation, % at 3 µM;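 active = activation above the mean of all tested compounds plus 3 SD, cutoff set per screening run, cut at about 20% in these data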;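 also: peak over basal fluorescence ratio from a 100 s FLIPR kinetic read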
MEKK2 mut-MEK5: signal of MEK5 binding to mutant human MEKK2 PB1 domain | bead flow cytometry, Alexa488-MEK5 binding to MEKK2 mutant | percent response, % at 10 µM | actives 0.35% (n = 290,000); in the data active = percent response above about 24%, passing the limit was not always enough; also: inactives centre near 1; some results filed as inactive read as strong as hits
NALP1 yeast inh: blocks the NALP1 inflammasome reconstituted in yeast. S. cerevisiae NALP1/ASC/caspase-1 growth, X-gal OD620, 72 h. actives 0.61% (n = 280,000). inhibition, % at 10 µM; in the data active = inhibition mostly above about 24%, no sharp cut-off; inactive = mostly below about 32%; also: some compounds called inactive have numbers as strong as hits
MEKK2 WT-MEK5: raises or lowers MEK5 binding to wildtype human MEKK2 PB1 domain | Q9Y2U5 | bead flow cytometry, Alexa488-MEK5 binding to MEKK2 WT; actives lie on both sides | binding response (% of control), % at 10 µM | actives 1.1% (n = 290,000) | AID 1531; in the data active = binding response below about 67% or above about 130%
GPR7 antagonist: human neuropeptides B/W receptor 1 antagonism. P48145. inhibition, % at 4.4 µM. actives 1.1% (n = 290,000). AID 1861. GPR7-expressing cells, fluorescence antagonist assay; in the data active = inhibition above about 16%, passing the limit was not always enough;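 also: cells stimulated with the agonist NPW; 0% = agonist with vehicle and 100% = vehicle without agonist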
Target sequence (P48145 whole entry, looked up): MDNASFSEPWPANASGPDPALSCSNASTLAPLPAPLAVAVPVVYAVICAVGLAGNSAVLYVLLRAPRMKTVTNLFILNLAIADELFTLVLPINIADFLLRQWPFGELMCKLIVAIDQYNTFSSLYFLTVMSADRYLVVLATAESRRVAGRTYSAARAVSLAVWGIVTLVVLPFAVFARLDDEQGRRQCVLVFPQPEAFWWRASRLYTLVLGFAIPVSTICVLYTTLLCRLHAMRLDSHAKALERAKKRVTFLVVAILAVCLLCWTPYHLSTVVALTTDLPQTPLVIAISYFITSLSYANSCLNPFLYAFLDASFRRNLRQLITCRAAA
GalR3 antag: human GalR3 antagonism | O60755 | HEK293 GalR3-CNG cAMP membrane potential fluorescence; galR3 body fused to GalR1 C-terminus | inhibition, % at 3 µM | actives 0.44% (n = 360,000) | AID 651719;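 active = inhibition above the screen-wide average plus 3 SD, cut at about 13% in these data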;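 also: forskolin and galanin both at EC90 stimulate the cells; cAMP rise reported by CNG channel membrane potential dye signal; 0% = forskolin plus galanin with DMSO and 100% = forskolin alone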
Target sequence (O60755 1-299 limits assumed): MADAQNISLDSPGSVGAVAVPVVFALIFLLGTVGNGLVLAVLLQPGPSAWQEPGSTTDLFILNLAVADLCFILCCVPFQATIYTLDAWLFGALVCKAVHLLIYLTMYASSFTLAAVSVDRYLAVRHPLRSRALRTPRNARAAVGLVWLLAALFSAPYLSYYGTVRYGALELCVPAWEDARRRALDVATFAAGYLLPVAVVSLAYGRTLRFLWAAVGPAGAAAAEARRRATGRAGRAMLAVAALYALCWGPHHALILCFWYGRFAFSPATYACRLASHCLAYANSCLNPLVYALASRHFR
OXTR potentiate: potentiators of human oxytocin receptor; P30559; activation, % at 3 µM; CHO-OTR cells, Fluo-8 calcium fluorescence, potentiator mode; 0% = oxytocin EC15, 100% = EC100; actives 0.061% (n = 320,000);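 active = activation above that plate's cutoff, the mean activation of tested compounds plus 3 SD, cut at about 6.6% in these data, passing the limit was not always enough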;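 also: 100% uses oxytocin at 75 nM as the full agonist control; some results filed as inactive read as strong as hits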
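Dosing: Single dose, 3.0 µM nominal final compound concentration | Material: Human OTR in CHO cells | Technique: Kinetic Fluo-8 calcium fluorescence | Benchmarks: EC15 oxytocin alone as 0%, 75 nM oxytocin as 100% | Probe or stimulus: Oxytocin at about EC15, sub-maximal agonist stimulus | Incubation: Compound 6 min at room temperature before oxytocin, 100 s read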
M18AAP inhibitor: PfM18AAP enzyme inhibition; inhibition, % at 7.35 µM; recombinant PfM18AAP, H-Glu-NHMec fluorogenic cleavage; AID 1822; actives 1.2% (n = 290,000);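 active = inhibition above the campaign mean inhibition over all tested compounds plus 3 SD, cut at about 28% in these data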;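 also: 0% = plate median of test compound wells and 100% = 2 mM ZnCl2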
* = called active by the depositor; / = not tested or not shown.

SMILES	V1R ag counter	OXTR agonist	MEKK2 mut-MEK5	NALP1 yeast inh	MEKK2 WT-MEK5	GPR7 antagonist	GalR3 antag	OXTR potentiate	M18AAP inhibitor
COc1cccc(CCNC(=O)c2cc(COc3c(F)cccc3F)on2)c1	-0.8	-1.6	-11	20	95	-2	-7	-19	1
CC12CCC(=O)N1C(C(=O)OCC(=O)Nc1cc(S(=O)(=O)N3CCCCC3)ccc1Cl)CS2 (configuration not stated)	7.4	8.2	-2	13	94	-5	-9	-14	2
Cc1ccccc1NC(=S)NCCc1ccc(S(N)(=O)=O)cc1	0.4	-0.8	-1	23	103	1	3	1	9
COc1ccc(C(=O)Nc2ccc3c(c2)n(C)c(=O)n3C)cc1OC	0.0	-0.2	7	1	111	-18	-7	5	-2
Fc1ccc(NC(=S)NC2CCN(Cc3ccccc3)CC2)cc1	3.5	6.3	2	2	108	4	-7	-18	4
Cc1nc(N)sc1-c1csc(NCc2ccccc2)n1	1.0	0.1	4	10	105	-6	-2	-6	19
Cc1c(C(=O)NCCN2CCOCC2)sc2nc(-c3ccc(F)cc3)cn12	2.6	1.6	1	/	103	-15	-4	-1	-1
O=C(Nc1ccc2oc(-c3ccccc3Cl)nc2c1)c1cncc(Br)c1	-0.2	0.5	5	1	99	15	-4	-2	-5
CC(Oc1ccc(Cl)cc1Cl)C(=O)N(Cc1ccco1)C1CCS(=O)(=O)C1 (configuration not stated)	5.3	3.4	0	10	100	8	-2	-17	3
CCc1ccc(NC(=O)C(=O)c2cn(CC(=O)N3CCCCC3)c3ccccc23)cc1	1.0	-0.6	9	23	105	-3	3	-12	-1
C#CCOCCOCCOCCNc1nc(N2CCN(C(=O)Cn3cc(CCCCN)nn3)CC2)nc(N2CCN(C(=O)Cn3cc(CC(C)O)nn3)CC2)n1 (configuration not stated)	-0.6	0.5	-2	4	102	-8	-3	-9	-5
O=C(CCc1nnc2n(CCc3ccccc3)c(=O)c3ccccc3n12)NCCCN1CCCCC1	1.2	0.8	1	12	100	-5	-8	-4	6
CC(O)(CS(=O)(=O)Cc1ccccc1)c1ccccc1 (configuration not stated)	-0.6	-0.3	0	16	99	-10	0	-1	2
CC12CC3CC(C)(C1)CC(CN)(C3)C2	1.6	3.3	9	13	102	8	-4	-9	4
COCCCn1c(C)nnc1-c1cnn(-c2ccccc2)c1N	0.1	0.5	-5	6	94	1	-5	-7	-3
O=C(CNS(=O)(=O)c1ccccc1)Nc1ccccc1Br	1.3	-0.6	8	3	108	1	-4	5	-3
CCCc1nnc(NC(=O)CSc2nnc(-c3ccco3)n2C)s1	1.7	0.6	2	18	105	-13	-4	-2	-17
CCOc1ccc2nc(SCC(=O)N3CCN(C(=O)c4ccco4)CC3)sc2c1	1.2	-0.4	7	3	102	4	-1	-12	2
Cc1ccc(C)c(S(=O)(=O)N2CCCOC2CNC(=O)C(=O)NCc2ccncc2)c1 (configuration not stated)	0.3	0.6	-4	33	101	-2	-3	5	5
O=c1oc2cc(O)ccc2cc1S(=O)(=O)c1ccccc1	0.8	1.8	-7	29	99	2	-8	-2	9
Cc1ccc(C)c(SCC(=O)OCC(=O)Nc2ncc(C(F)(F)F)cc2Cl)c1	-0.9	-1.9	3	-5	119	-12	-6	-7	0
Cc1ccc(O/C=C2\OC(=O)c3ccccc32)cc1	-0.1	-1.8	3	6	99	-9	-4	-5	9
CCc1cccc(C)c1NC(=O)C1CC=CCC1C(=O)O (configuration not stated)	0.4	-0.1	1	16	100	-2	-5	-6	-4
Cc1nn(CC(=O)Nc2nc3ccccc3s2)c(C)c1[N+](=O)[O-]	1.0	3.8	3	7	101	2	-2	-4	1
Cc1ccc(NC2=NC(c3ccc(F)cc3)n3c(nc(C)cc3=O)N2)cc1 (configuration not stated)	-0.3	-0.5	3	/	102	-4	-5	6	-1
CN(Cc1ccccc1)c1nc(N)c([N+](=O)[O-])c(NCc2ccccc2)n1	0.2	0.7	2	30	105	-8	-10	-1	3
CCCOc1ccc(C2NC(=S)NC(c3ccccc3)=C2C(=O)Nc2ccc(C)cc2)cc1OC (configuration not stated)	-0.2	-2.9	-8	1	90	-16	-8	-9	-8
CCSc1cc(N2CCCC2)nc(-c2ccc(C)cc2)n1	0.3	-1.2	2	25	107	-11	-8	-8	-2
COC(=O)NNC(=O)C1CCC(C(=O)NNC(=O)OC)CC1 (configuration not stated)	0.3	-0.6	0	15	97	-4	-12	-3	-9
COc1ccc(Nc2ccc(C(N)=O)cc2[N+](=O)[O-])cc1	0.5	0.0	-3	4	84	-5	-1	-3	0
CC(=O)N[C@@H](Cc1c[nH]c2ccccc12)C(=O)OCC(=O)NCc1ccc2c(c1)OCO2	1.0	0.3	-3	0	98	-4	0	4	-14
CCOC(=O)c1c(C)[nH]c(C)c1C(=O)CSc1nc2ccccc2c(=O)n1-c1ccc(F)cc1	0.3	-1.5	5	-7	100	-9	-4	-19	-2
C[C@H](CO)N1C[C@H](C)[C@@H](CN(C)C(=O)Nc2ccccc2)Oc2c(NC(=O)Nc3ccccc3)cccc2C1=O	1.2	0.2	/	/	/	/	-6	-2	/
COc1cc(NC(=O)CN2CCN(c3ccccc3F)CC2)cc(OC)c1	4.6	0.1	8	-1	99	0	4	-12	-5
O=C(CN1C(=O)NC2(CCCCCC2)C1=O)NCc1ccco1	-0.1	-0.3	3	21	109	-8	-5	-13	-13
O=C(CN1C(=O)NC2(CCCC2)C1=O)Nc1ccc(F)c([N+](=O)[O-])c1	0.1	0.1	-2	18	105	-4	-8	-4	-5
COc1ccc(N2CCN(CC(O)COc3cc(C)cc(C)c3)CC2)cc1 (configuration not stated)	4.3	1.4	-2	16	103	5	-10	-5	9
COc1cc(C2NC(=O)NC(C)=C2C(=O)Nc2cccc(C)c2C)cc(OC)c1OC (configuration not stated)	-0.9	0.0	17	-1	115	2	1	-3	1
COCCOC(=O)C1=C(C)NC(=O)NC1c1ccc(Cl)cc1 (configuration not stated)	0.4	0.6	-3	2	90	-18	-2	-2	-3
COc1ccc(Br)cc1S(=O)(=O)N1CCN=C1c1ccccc1	/	/	3	3	101	-2	0	/	3
Cc1cc2oc(C(=O)Nc3c(C)n(C)n(-c4ccccc4)c3=O)c(C)c2cc1Cl	3.8	-1.7	-1	35	98	-8	2	6	7
O=c1[nH]cc(N2CCCCCC2)c(=O)[nH]1	0.3	0.4	-2	/	98	-16	-2	-2	-1
O=S(=O)(/N=C(/c1ccccc1)N1CCOCC1)c1ccc(F)cc1F	-0.3	1.0	/	/	/	/	-1	-7	/
COc1ccc(NC(=O)NC2CCCc3ccccc32)c(OC)c1 (configuration not stated)	8.0	-1.6	8	15	105	-5	1	-12	3
CCN(CC(=O)Nc1ccc(NC(C)=O)cc1)C(=O)Cc1c(Cl)cccc1Cl	-0.1	0.2	5	8	102	-8	-3	-8	-5
O=C1c2ccccc2-c2nccnc21	1.3	0.3	4	19	104	4	-2	-2	12
COc1ccccc1Nc1ncnc2nc[nH]c12	0.0	-0.3	4	9	109	-2	-3	-5	2
O=C(NCc1csc(-c2ccccc2)n1)c1cc(F)cc2c1OCOC2	0.1	-2.2	-2	0	100	-2	1	-11	-4
O=c1[nH]c(NCCO)c(N=Cc2ccccc2)c(=O)[nH]1	-0.2	-0.5	/	/	/	/	-3	-4	/
COc1ccc(C=Nc2cccc3c(=O)[nH][nH]c(=O)c23)c2ccccc12	0.2	-1.4	2	-5	101	-1	9	-2	3
O=C(NCc1ccncc1)C(=O)NCC(c1ccco1)N1CCN(c2ccc(F)cc2)CC1 (configuration not stated)	2.6	3.8	-1	-1	101	4	-10	-9	-3
O=C(NCCc1ccccc1)C1CCN(S(=O)(=O)c2cccc3nsnc23)CC1	-0.1	0.9	/	34	/	5	0	-11	-8
O=C(O)c1ccc(/C=N/N2CCN(Cc3cccc4ccccc34)CC2)cc1	0.8	0.8	1	35	95	2	-3	-5	0
COc1cc(S(=O)(=O)N2CCOCC2)ccc1NC(=O)COC(=O)C12CC3CC(CC(C3)C1)C2	0.5	0.4	1	6	95	-3	-2	-8	1
CCOC(=O)CNC(=O)CSc1nnc(NC(=O)c2ccc(S(=O)(=O)N3CCOCC3)cc2)s1	0.4	0.9	7	6	107	-8	1	-5	-4
COc1ccc(OC)c(CCNC(=O)C2CCN(c3ncnc4c3nc3n4CCCCC3)CC2)c1	0.3	-1.7	4	-8	98	-22	-1	-17	2
COc1ccccc1C(=O)NCCC(=O)NCC(c1ccc(F)cc1)N1CCOCC1 (configuration not stated)	0.8	0.3	/	/	/	/	0	2	/
Cc1ccc(C(C)NC(=O)c2ccncc2)c(C)c1 (configuration not stated)	1.0	5.1	3	/	103	-6	-4	-2	0
CCn1c(=O)n(CC)c2cc(NC(=O)c3ccccc3Cl)ccc21	0.4	-0.6	10	/	107	-9	-7	6	-7
Cc1ccc2[nH]c(C(=O)N3CCCC(Nc4ccc(F)cc4)C3)cc2c1 (configuration not stated)	2.4	0.0	-1	20	103	-4	-7	-7	9

Four records drawn at random from the list so far, as already listed:
SMILES	V1R ag counter	OXTR agonist	MEKK2 mut-MEK5	NALP1 yeast inh	MEKK2 WT-MEK5	GPR7 antagonist	GalR3 antag	OXTR potentiate	M18AAP inhibitor
O=C(O)c1ccc(/C=N/N2CCN(Cc3cccc4ccccc34)CC2)cc1	0.8	0.8	1	35	95	2	-3	-5	0
COc1ccccc1C(=O)NCCC(=O)NCC(c1ccc(F)cc1)N1CCOCC1 (configuration not stated)	0.8	0.3	/	/	/	/	0	2	/
O=C(NCCc1ccccc1)C1CCN(S(=O)(=O)c2cccc3nsnc23)CC1	-0.1	0.9	/	34	/	5	0	-11	-8
CCOC(=O)CNC(=O)CSc1nnc(NC(=O)c2ccc(S(=O)(=O)N3CCOCC3)cc2)s1	0.4	0.9	7	6	107	-8	1	-5	-4

Other structures.
SMILES	V1R ag counter	OXTR agonist	MEKK2 mut-MEK5	NALP1 yeast inh	MEKK2 WT-MEK5	GPR7 antagonist	GalR3 antag	OXTR potentiate	M18AAP inhibitor
O=C(COC(=O)CCc1ccccc1)Nc1cc(S(=O)(=O)N2CCOCC2)ccc1N1CCCC1	-1.6	-1.7	-3	-8	99	9	-7	-6	-10
COc1ccc(-c2nc(CN3CCN(C(=O)c4ccco4)CC3)c(C)o2)c(F)c1	3.4	0.6	10	10	109	-12	0	-1	0
CCc1ccc(/C=N/NC(=O)c2c[nH]c3ccccc23)s1	0.7	-0.8	0	22	99	1	-11	-10	-48
Cc1n[nH]c(C)c1S(=O)(=O)N1CCCC(C(=O)N2CCc3ccccc32)C1 (configuration not stated)	1.1	2.1	7	-4	108	-13	-3	-3	-3
CC(C)Cc1nnc(NC(=O)Cc2ccc([N+](=O)[O-])cc2)s1	11	15	25	16	91	0	7	-12	3
CCCCNc1c2c(nc3c(-c4ccccc4)c(C)nn13)CCC2	-0.9	-1.2	2	-12	103	-7	-4	-2	-6
O=C(O)c1ccc(-c2ncc[nH]2)cc1	0.6	-1.4	-21	13	65	4	12	-16	-14
O=S(=O)(Nn1cnnc1)c1ccccc1Cl	1.5	0.7	15	26	104	-12	-2	1	36*
CN(CC(=O)NCC(c1ccco1)N1CCCCC1)S(=O)(=O)c1ccc(Cl)cc1 (configuration not stated)	0.2	-0.3	/	/	/	/	-5	-5	/
Cn1c(=O)c2c(nc(CN3CCc4ccccc4C3)n2Cc2ccccc2F)n(C)c1=O	-0.6	-2.5	4	27	101	-12	1	-4	4
